# Source: PubChem
# UDG counter: Primary qHTS assay for inhibitors of Activation Induced Cytidine Deaminase (AID): UDG Counterscreen signal | Uracil-DNA glycosylase | FRET deamination/UDG coupled assay, UDG read, 4 h | Potency, µM (doses to about 115 µM), inactives show at the top dose activity change, negative = inhibition, hits mostly inhibitors | 91,000 tested, 0.14% active | AID 1347430, 2020; further: nearly all actives have a fitted effect of over 65% in size
# AID inhibitor: Primary qHTS assay for inhibitors of Activation Induced Cytidine Deaminase (AID): AID signal; AID deamination FRET fluorescence, UDG-coupled, 4 h; Potency, µM (doses to about 115 µM), without a hit: at the top dose activity change, negative = inhibition, most hits filed as inhibitors; 91,000 tested, 0.32% active; further: nearly all actives have a fitted effect of over 25% in size
# Target sequence (Q9GZX7 whole entry, looked up): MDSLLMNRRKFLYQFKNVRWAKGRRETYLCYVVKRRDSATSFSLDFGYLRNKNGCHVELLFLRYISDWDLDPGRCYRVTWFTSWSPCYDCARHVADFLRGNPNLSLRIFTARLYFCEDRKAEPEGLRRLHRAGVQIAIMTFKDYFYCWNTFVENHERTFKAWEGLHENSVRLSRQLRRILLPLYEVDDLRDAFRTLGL
# Numbers without * were called inactive; ? = inconclusive; [ ] = dose if it differs, or a comment. The call rests on the fitted dose curve; in most records, active means well fitted curve in the direction sought with a large enough effect; inconclusive means small, poorly fitted or top-dose-only effect, or another doubt; inactive means no such curve, though single readings can be large; an effect the other way counts as inactive or inconclusive. On the % scale 0 is the no-effect control and ±100 the full control effect; potency means the concentration at half of the fitted maximal effect.
# The line under a structure holds: UDG counter, AID inhibitor
- CCCCCCCC/C=N/NC(=O)c1ccc(C(C)(C)C)cc1
  -3.0%, -5.7%
- Brc1ccc(-c2csc3ncnc(Sc4nnc(C5CC5)o4)c23)cc1
  -0.3%, -12.8%
- Cc1c2cnn(CC(=O)N3CCN(c4ccccc4)CC3)c(=O)c2c(C)n1Cc1ccc(F)cc1
  8.1%, -13.9%
- N[C@H](C(=O)O)c1cc(O)cc(O)c1
  -16.3%, 29.0%
- COC(=O)c1c(C)[nH]c(C(=O)N2CCCC2c2ccc3c(c2)OCCO3)c1C (stereo not drawn)
  -1.1%, 3.6%
- COc1ccc(NC(=O)C2CCCN(C(=O)c3cnn(-c4ccccc4)c3-n3cccc3)C2)cc1 (stereo not drawn)
  0.0%, -12.6%
- CCOC(=O)C(NC(=O)/C=C/c1c(F)cccc1Cl)C(=O)OCC
  -2.2%, -1.5%
- Cc1ccc(NC(=O)c2nc(S(C)(=O)=O)ncc2N(Cc2cccc(F)c2)Cc2ccco2)cc1C
  -2.4%, -21.8%
- COc1ccc(NC(=O)c2nnn(Cc3ccccc3C)c2N)c(OC)c1
  -9.7%[57.5 µM], -4.9%[57.5 µM]
- C=CCN(CC=C)C(=O)C1CCN(C(=O)c2cccc(F)c2)CC1
  -0.2%, 0.0%
- CCN(Cc1ccccc1)C(=O)Cn1c(=O)n(-c2ccc(Cl)cc2)c(=O)c2c(C)c(C(=O)N(C)C)sc21
  1.0%[57.5 µM], ?
- Cc1cc(S(=O)(=O)Nc2ccc(Cl)c(C(F)(F)F)c2)sc1C(=O)O
  2.5%, 0.2%
- Cc1ccc2c(=O)c(C(=O)c3ccccc3)cn(CC(=O)NCc3ccccc3)c2n1
  8.4%, 8.5%
- CCOc1ccc(-c2nnc(SCC(=O)Nc3cc(F)ccc3F)o2)cc1
  -19.4%, -0.1%
- O=C(Nc1ccc(OCc2cc(=O)n3ccccc3n2)cc1)c1ccccc1Cl
  -0.6%, -3.4%
- O=C(Cn1cc(SCc2ccc(C(F)(F)F)cc2)c2ccccc21)N1CCCC1
  -20.5%, 16.7%
- S=C(NCc1ccccc1)Nc1ccc(Cl)c(Cl)c1
  -3.9%, -9.4%
- O=C(Nc1cccc(NC(=O)c2ccccc2F)c1)c1ccccc1
  -9.6%, -13.2%
- Cc1cccc(N2CCN(C(=O)c3ccc4c(c3)c(C)c(C)n4C)CC2C)c1 (stereo not drawn)
  52.9%[activator], ?
- COc1ccc(-c2nc(SCC(=O)Nc3ccc4c(c3)OCCO4)c(-c3ccc(F)cc3)[nH]2)cc1OC
  -2.1%, 5.6%
- Cc1nn2c(=O)cc(COC(=O)COc3ccc(F)cc3)nc2s1
  -1.6%, 120.1%[activator]
- CCOc1ccc(-c2cn3c(n2)sc2cc(C(=O)NCCc4ccc(OC)c(OC)c4)ccc23)cc1
  1.7%, -11.1%
- O=C(Nc1ccc(Br)cc1)c1cc(-c2cccnc2)nc2ccccc12
  7.6%, -9.1%
- COc1ccc(OCC(O)CN2CCN(c3ncccn3)CC2)cc1 (stereo not drawn)
  3.4%, 1.0%
- C=C(C)CNC(=S)N/N=C/c1cccc(C(F)(F)F)c1
  -8.3%, -5.5%
- Cc1ccc(S(=O)(=O)Cc2nc(-c3ccc(C(=O)NCCN(C)C)cc3)oc2C)cc1
  2.4%, -11.1%
- O=C(NCc1noc2ccccc12)N1CCN(c2ccccc2F)CC1
  -6.1%, -4.9%
- Cc1cccc(C)c1-n1nnnc1C1(Nc2ccccc2)CCCC1
  -11.6%, -11.7%
- O=C(Nc1c(NC2CCCC2)c2ccccc2oc1=O)c1ccc(Br)o1
  4.2%, -0.3%
- CNS(=O)(=O)c1cn(CC(=O)Nc2ccc(C(C)=O)cc2)cc1S(=O)(=O)NC
  -11.9%, 6.6%
- O=C(CSC1=Nc2ccccc2C2=NC(Cc3ccccc3)C(=O)N12)Nc1ccccc1 (stereo not drawn)
  -0.9%, 3.7%
- CCN(C(=O)Cn1c(SCC(=O)NCc2ccccc2)nc2ccccc21)c1cccc(C)c1
  -0.5%, ?
- COc1ccc(CNC(=O)c2cnc3sc(N4CCCC4)nn3c2=O)c(OC)c1
  -4.4%, -3.0%
- Cc1ccc(C(O)CNC(=O)Nc2ccc(C)cc2C)cc1 (stereo not drawn)
  3.5%, -7.3%
- COc1cccc(CNC(=O)Cc2csc3ccccc23)c1OC
  2.5%, -6.6%
- O=C(/C(=C\OCc1ccc(Cl)cc1)Cc1ccc(Cl)cc1)c1ccccc1
  4.8%, -10.2%
- Cc1nn(CC(=O)NCc2ccccc2Cl)c(=O)c2nn(-c3ccccc3)c(C)c12
  -9.5%, -19.0%
- CCN(C(=O)COc1ccc2ccc(=O)oc2c1)C1CCCCC1
  -6.0%, -5.1%
- Cc1ccc(N2C(=O)N(CC(=O)C(C)(C)C)c3ccccc3S2(=O)=O)cc1C
  -14.8%, -22.9%
- COc1ccc(N2CC(NC(=O)c3cc4ccccc4o3)CC2=O)cc1OC (stereo not drawn)
  -7.5%, 7.2%
- C=CCOc1ccc(C(=O)Nc2ccc(C)cc2C)cc1
  -6.2%, -6.5%
- CCOc1ccc(-c2nonc2NC(=O)c2oc3cc(Br)ccc3c2C)cc1
  -7.5%, -11.3%
- CCOc1ccc(C2Nc3c(C)cccc3-c3cc(C)nn32)cc1 (stereo not drawn)
  -18.8%[57.5 µM], -7.3%[57.5 µM]
- CCOc1ccccc1NC(=O)CSc1nccn1-c1ccc(Cl)cc1
  -16.8%, ?
- CC(=O)c1cccc(NC(=O)Cn2c(C)c3cnn(-c4ccccc4)c(=O)c3c2C)c1
  -8.5%, 5.7%
- COc1ccc(CCNc2ncnc3onc(C)c23)c(OC)c1
  3.0%, -3.2%
- COc1ccc(C(CNC(=O)c2ccc(F)cc2)N2CCCC2)cc1 (stereo not drawn)
  -1.8%[57.5 µM], -1.1%
- CCCN1CCN(CC2=C(C(=O)OC)C(c3ccc(C)cc3)NC(=O)N2)CC1 (stereo not drawn)
  3.6%, -2.6%
- COc1ccc2nc(/C=C/c3ccc(OC)c(OC)c3OC)sc2c1
  -14.7%, -15.1%
- CN(C)S(=O)(=O)c1ccc(-c2nc(C#N)c(N3CCCC3)o2)cc1
  30.9%[activator], -13.5%
- COc1ccc(CCNC(=O)c2ccc(-n3c(C)cc4c3CCC(C)C4)cc2)cc1OC (stereo not drawn)
  2.2%, 4.9%
- CCn1c(SCC(=O)c2ccccc2)nnc1-c1cccc(Cl)c1
  -3.0%, -8.2%
- Cc1ccc(NC(=O)CN(C)S(=O)(=O)c2ccc3c(c2)n(C)c(=O)c(=O)n3C)cc1F
  4.7%, 11.8%
- CCOC(=O)c1ccccc1NC(=O)CSc1nccn1Cc1ccco1
  3.7%, -10.2%
- CN(CCCc1ccccc1)CC(=O)NC(N)=O
  0.1%, -2.5%
- Cc1oc2c(c(C)cc3oc(=O)c(CC(=O)NCc4ccc(F)cc4)c(C)c32)c1C
  5.8%, 4.1%
- Cc1cc(C)c(NC(=O)Cn2nnc(-c3nc(-c4ccc(F)cc4)no3)c2N)c(C)c1
  4.3%, 1.6%
- CCOc1ccc(NC(=O)C2CCCN(S(=O)(=O)c3c(C)noc3/C=C/N(C)C)C2)cc1 (stereo not drawn)
  2.6%, -18.0%
- Cc1ccccc1Oc1nc(-c2ccccn2)nc2ccccc12
  -5.7%, -28.6%
- O=C1CSc2ccc(C(=O)NCCc3ccccc3)cc2N1
  0.9%, 3.2%

# Additional structures follow:
# The line under a structure holds: UDG counter, AID inhibitor
- N#Cc1nc(-c2ccccc2F)oc1NCc1ccccc1
  -13.8%, -12.3%
- O=C(O)c1cc(Cl)c(Cl)cc1C(=O)O
  0.9%, 3.7%
- CC(NC(=O)CC12CC3CC(CC(C3)C1)C2)c1ccncc1 (stereo not drawn)
  6.7%, 4.7%
- CCc1ccccc1N(C)C(=O)c1cn(CC(C)C)c(=O)c2cc(OC)c(OC)cc12
  -8.8%, -13.8%
- O=C(O)Cn1nc(N2CCN(c3ccc(F)cc3)CC2)ccc1=O
  8.4%, 18.9%
- Cc1ccc(N(C(=O)COc2ccccc2C)S(=O)(=O)c2ccc(Cl)cc2)cc1
  30.1%[activator], -4.9%
- CC(C)Sc1ncc(Cl)c(C(=O)Nc2nc3ccc(S(C)(=O)=O)cc3s2)n1
  ?, -6.7%
- CCc1ccccc1NC(=O)CSc1nc(C)c(C(=O)Nc2ccccc2)c(-c2ccc(Cl)cc2)c1C#N
  3.9%, 12.2%
- Cc1ccc(O)c(-c2n[nH]c3c2C(c2ccc(F)cc2)N(Cc2ccco2)C3=O)c1 (stereo not drawn)
  -13.3%, ?
- Cc1ccc(NC(=O)Cn2c(=O)n(CCc3ccccc3)c(=O)c3c4c(sc32)CCCC4)cc1C
  -7.5%, -4.0%
- Fc1ccc(N/N=C/c2cccc(/C=N/Nc3ccc(F)cc3F)c2)c(F)c1
  -19.8%, -3.3%
- O=C(CSC1=NCCS1)c1ccc2c(c1)OCCO2
  12.7%, 1.5%
- COc1ccc(NC(=O)c2ccco2)cc1NC(=O)C(C)(C)Oc1ccc(Cl)cc1
  -7.7%, -28.7%
- COc1ccc(-c2ccc(CCC(=O)O)n2-c2ccc(Cl)cc2C)cc1
  56.0%[activator], -9.1%
- COCc1cccc(C(=O)O)c1
  5.5%, 0.6%
- CNC(=O)Cn1ccc2cc(S(=O)(=O)N3CCCCC3)ccc21
  105.1%[activator], -8.4%
- COc1ccccc1CNC(=O)CCc1c(C)nc2cc(-c3ccc(Cl)cc3)nn2c1C
  -0.2%, 7.5%
- COc1cccc(N2CCN(C(=O)CCCn3c(=O)[nH]c4ccc(Br)cc4c3=O)CC2)c1
  -10.0%, ?
- CC(C)CN(CCCNC(=O)c1cc(-c2cccs2)nc2ccccc12)CC(C)C
  -7.1%, -24.4%
- CC(CNC(=O)Cn1ncc2ccccc2c1=O)c1ccccc1 (stereo not drawn)
  -6.8%, -10.5%
- CCN(CC)C(=O)c1sc2c(c1C)c(=O)n(Cc1ccccc1)c(=O)n2Cc1c(C)cc(C)cc1C
  3.2%, ?
- O=C(Nc1nc2ccccc2[nH]1)c1ccc[n+]([O-])c1
  -0.9%, 56.1%[activator]
- COc1cccc(C2CCCN2Cc2cc(=O)oc3c(C)c(O)ccc23)c1 (stereo not drawn)
  6.7%, -5.3%
- O=C(Nc1cccc2cccnc12)c1ccc(-c2cccc(Cl)c2)o1
  3.3%, -1.3%
- COc1ccc(-n2nnnc2C2CCN(S(=O)(=O)c3ccc(NC(C)=O)cc3)CC2)cc1
  16.1%, 6.4%
- Cc1nnc(SCC(=O)NCc2cccc(F)c2)c2nn(-c3ccccc3)c(C)c12
  -4.7%, ?
- COc1cc(Cl)c(NC(=O)CN2C(=O)c3cccnc3Sc3ccccc32)c(OC)c1
  -3.2%, 18.4%
- C=CCOc1cccc(NC(C)=O)c1
  -7.2%, 1.3%
- COc1ccc(OC)c(C(=O)CN2C(=O)N(c3ccc(C)cc3)S(=O)(=O)c3ccccc32)c1
  -7.4%, -20.1%
- CC(C)NC(NC(=O)c1cccs1)C(Cl)(Cl)Cl (stereo not drawn)
  8.7%, 4.9%

# Filtered by structure, those above containing a tert-butyl group (2)
# The line under a structure holds: UDG counter, AID inhibitor
- CCCCCCCC/C=N/NC(=O)c1ccc(C(C)(C)C)cc1
  -3.0%, -5.7%
- Cc1ccc(N2C(=O)N(CC(=O)C(C)(C)C)c3ccccc3S2(=O)=O)cc1C
  -14.8%, -22.9%

# (next part)
# The line under a structure holds: UDG counter, AID inhibitor
- COc1cccc(/C=N/O)c1O
  -9.9%, -7.4%
- Cc1ccc(S(=O)(=O)C2(C(=O)Nc3ccc(C)c(Cl)c3)CC2)cc1
  -10.1%[57.5 µM], -12.3%
- COc1cccc(CNC(=O)CCc2c(C)c3cc4c(C)coc4cc3oc2=O)c1
  0.0%, ?
- O=C(COc1ccc(F)cc1F)NC1CCCN(c2ncccn2)C1 (stereo not drawn)
  7.1%, 3.9%
- CC(=O)c1c(Nc2ccc(Cl)cc2)oc(C)cc1=O
  1.1%, -3.7%
- CN(CC(=O)NC1CCCC1)Cc1cccc(C#N)c1
  -2.8%, -1.4%
- O=C(Cn1c(=O)[nH]c2ccccc2c1=O)N1CCCCCC1
  6.7%, -0.3%
- Cc1ccc(-n2cc3c(c2-c2ccccc2)c(=O)n(C)c(=O)n3C)c(C)c1
  1.2%, -18.7%
- Cc1c(-c2ccc(Cl)cc2)nc2ccccc2c1C(=O)NC1CCCCCCC1
  -5.5%, 4.3%
- O=C(C1CCN(S(=O)(=O)Cc2ccccc2)CC1)N1CCN(c2ccccc2F)CC1
  18.3%, -12.3%
- COc1ccc2c(COC(=O)c3ccccc3C)cc(=O)oc2c1
  4.6%, -7.3%
- O=C(O)C(Sc1nc(-c2ccccc2)cc(C(F)(F)F)n1)c1ccccc1 (stereo not drawn)
  -1.0%, -13.0%
- CN(Cc1ccco1)C(=O)c1cc(-c2ccncc2)nc2ccccc12
  -4.3%, -1.8%
- COc1cccc(Cn2c(=O)n(-c3cccc(Cl)c3C)c(=O)c3c4c(sc32)CN(C(C)=O)CC4)c1
  ?, ?
- CCc1ccc(S(=O)(=O)Nc2cccc(-c3ccc(N4CCCCC4)nn3)c2)s1
  1.2%, -4.4%
- CCCNC(=O)c1cc(-c2cccnc2)nc2ccccc12
  2.9%, -3.2%
- CC(C)(C)C(=O)/C=c1/[nH]c(=O)/c(=C/c2ccc(F)cc2F)s1
  3.5%, 10.0%
- O=S(=O)(NCc1ccccc1Cn1cccn1)c1ccc(F)cc1F
  -1.9%, -6.3%
- CCOC(=O)c1c(S(=O)(=O)NCC(=O)N(C)Cc2ccccc2)c(C)n(C)c1C
  -18.3%, -5.8%
- O=C(/C=C/c1cccc(C(F)(F)F)c1)N1CCN(C(=O)C2CC2)CC1
  -2.8%, -5.8%

# Some of the compounds tested. The share of hits here may be higher or lower than overall.
